Screening results (PubChem)
mouse EphA4 binding – inhibitors of EphA4 binding to KYL peptide, primary screen, biochemical, colorimetric, mouse EphA4 (AID 689); inhibition, % at 10 µM, or IC50 in µM where a hit was titrated; Ephrin type-A receptor 4 (Mus musculus); EphA4-AP binding to KYL peptide, pNPP A405; higher % means a stronger effect; hit rate 0.1% among 62,000; in the data active = a potency from the dose series; inactive = the rest, 99 in 100 with inhibition below about 22%
The depositor's hits bear a star; & = joins results of further samples. This is a subset (hit frequency here may not be typical).

SMILES	mouse EphA4 binding
Cc1ccc(-c2nc3cc(N)ccc3o2)c(C)c1	0.8%
O=C(COc1ccc(Cl)cc1)N1CCN(c2ncccn2)CC1	-22.3%
O=C1C2C3C=CC(C3)C2C(=O)N1/N=C/c1cccc(I)c1 (stereo unspecified)	1.3%
CCN(CC)C(=O)CSc1nnc(-c2ccco2)n1N	-14.1%
COc1ccc(CNC(=O)COC(=O)c2n[nH]c3ccccc23)cc1	-3.4%
CCc1ccc(OCC(=O)NCCN(C)C)c(Br)c1	-11.2%
O=C(Cc1cn2ccsc2n1)NCCc1ccc(F)cc1	-9.0%
Cc1ccc(C(=O)Oc2ccc(C=C3C(=O)NC(=O)NC3=O)cc2)cc1	8.7%
CC(C)=CCCC(C)CN(C)CCc1ccccn1 (stereo unspecified)	-0.3%
O=C(Nc1ccc(Cl)cc1)NC1CCCCC1	-17.5%
O=C(Nc1ccccc1)C1CC(=O)N(C2CCCCC2)C1 (stereo unspecified)	-0.9%
Cc1ccc(-n2ncc3c(NCc4ccccc4)ncnc32)cc1	-0.9%
CCCOC(=O)C1=C(C)NC2=C(C(=O)CCC2)C1c1cccs1 (stereo unspecified)	-6.1%
COc1ccc(N2CCN(C(CNC(=O)c3cccc(Cl)c3)c3cccnc3)CC2)cc1 (stereo unspecified)	-9.5%
CCOC(=O)CSc1nnc(-c2ccc(Br)cc2)o1	5.7%
CCCCC(CC)CNC(=O)CN(C)S(=O)(=O)c1cccc2nsnc12 (stereo unspecified)	2.2%
CCn1c(SCC(=O)NC(C)(C)C)nc(O)cc1=O	-4.0%
COc1ccc(OC)c(NC(=O)[C@H]2CC=CC[C@H]2C(=O)O)c1	-11.3%
N/C(Cc1cccc2ccccc12)=N\OC(=O)c1ccc(F)cc1	5.3%
O=C1S/C(=C\c2ccc(N3CCOCC3)o2)C(=O)N1Cc1ccc(F)cc1	-1.7%
CCOc1ccc(NC(=O)CSc2nnc(-c3ccccc3)n2N)cc1	2.9%
CC12CC3CC(C1)CC(CNC(=S)Nc1ccccc1)(C3)C2	-9.5%
CC(C)OC(=O)c1cccnc1SCc1cc(=O)n2ccccc2n1	-3.4%
Cc1ccccc1OCC(=O)Nc1ccc(OC(F)(F)F)cc1	11.4%
COc1cccc(CNC(=O)CSCc2cnn(-c3ccccc3)c2-n2cccc2)c1OC	8.0%
Cc1nn(Cc2cccc(C(=O)NC3CCCCC3)c2)c(C)c1Cl	-15.7%
CC(C(=O)NC1CCCc2ccccc21)N1CCN(Cc2ccc3c(c2)OCO3)CC1 (stereo unspecified)	14.6%
CC1Cc2ccccc2N1C(=O)CSCC(=O)O (stereo unspecified)	-21.5%
O=C(/C=C/c1ccccc1)N1CCN(c2ccc([N+](=O)[O-])c(N3CCOCC3)c2)CC1	-2.7%
CC(C)CC[n+]1ccn(C2=C([O-])c3ccccc3C(=O)/C2=N\S(=O)(=O)c2ccccc2)c1	-3.5%
CSc1cc(-c2ccccc2)n(Cc2ccc(Cl)cc2Cl)c(=O)c1C#N	-6.8%
Cc1oc2c(CN3CCCC3)c(O)ccc2c(=O)c1-c1ccc(Br)cc1	-5.7%
CCOC(=O)/C(C#N)=C/c1ccc(-c2ccsc2C(=O)OC)o1	-9.8%
O=C(CSc1nnc(-c2csc3c2CCCC3)o1)Nc1ccccc1	-4.3%
O=C(O)c1cc2n(n1)C(C(F)(F)F)CC(c1ccccc1)N2 (stereo unspecified)	-0.8%
Cc1ccc(S(=O)(=O)Nc2ccc(-c3nc4cc(NS(=O)(=O)c5ccc(C)cc5)ccc4o3)cc2)cc1	-1.4%
Cc1ccc(Cl)c2c1NC(=O)C2(O)CC(=O)c1ccc(F)cc1 (stereo unspecified)	3.3%
CCOC(=O)Nc1sc(C)nc1-c1ccccc1	-8.4%
COc1ccc(NC(=O)CCOc2ccccc2)cc1	-12.5%
O=C(OC1CSc2nc3ccccc3n2C1)c1ccco1 (stereo unspecified)	-4.4%
O=C(O)CCc1nn2c3ccccc3n(CCN3CCCCC3)c2nc1=O	1.3%
CCN(CC)S(=O)(=O)c1cccc(-c2nnc(SCC(=O)NC3CCCCCC3)n2N)c1	-19.3%
OCCNc1nc(-c2cccnc2)nc2ccccc12	-7.3%
N=c1n(CCO)c2ccccc2n1Cc1ccc(Cl)cc1	-8.2%
CCCCNCc1cc(Br)c(OCC(=O)N2CCOCC2)c(OC)c1	-6.3%
Cc1csc(NC(=O)C2CCCC2)n1	-9.5%
Cc1ccoc1C(=O)NCCCNC(=O)c1occc1C	2.7%
Cc1ccc(N2C(=O)CSC23C(=O)Nc2ccccc23)cc1Cl (stereo unspecified)	-4.7%
O=C(CCCSc1nc2sc3c(c2c(=O)[nH]1)CCC3)NCCCO	4.5%
CCOc1ccc(-n2c(=S)sc3c(=O)[nH]c(SCC(=O)NC(C)CC)nc32)cc1 (stereo unspecified)	-3.6%
Cc1nn(Cc2ccccc2)c(Cl)c1C(=O)NCc1ccc(C)n1C	-5.3%
O=C(Nc1ccc(-c2cnc(-c3ccc(NC(=O)c4ccccc4Cl)cc3)nc2)cc1)c1ccccc1Cl	-4.3%
COc1ccc(NC(=O)c2c(NC(=O)C(Cl)(Cl)Cl)sc3c2CCC3)cc1	2.4%
CC(C)n1c(SCc2ccccc2F)nc2c1c(=O)n(C)c(=O)n2C	-5.7%
C#CCN1C(=O)C(O)(CC(=O)c2ccc3c(c2)OCCO3)c2ccccc21 (stereo unspecified)	-11.5%
O=C(O)C(=O)/C(=C\c1cccc2ccccc12)c1ccc2ccccc2n1	-1.9%
Cc1ccc(/C=N/NC(=O)c2csc3c2CCCC3)cc1	-8.9%
Cn1c(NC(=O)C2CCCO2)cc(=O)n(C)c1=O (stereo unspecified)	-4.9%
COc1ccc(NCc2nnc(SCc3ccccc3)n2-c2ccc(OC)cc2)cc1	4.0%
CCOC(=O)c1c(CN2CCCCC2)n(C)c2cc(Br)c(OC)cc12	-9.7%
The list continues:
SMILES	mouse EphA4 binding
CCc1nc2cc(C)nn2c2nc3ccccc3n12	0.9%
COc1ccc2c(Cl)c(C(=O)NN)sc2c1	2.8%
CCOC(=O)c1cccnc1SC(CC)C(=O)N1CCOCC1 (stereo unspecified)	-6.6%
CC(NC(=O)CN1CCC(C(N)=O)CC1)c1ccccc1 (stereo unspecified)	4.8%
CCn1cc(-c2cc(C(F)(F)F)n3nc(C(=O)O)cc3n2)c(C)n1	-4.1%
Cc1cc(C)c(OC2(c3ccccc3)OC(=O)c3ccccc32)c(C)c1 (stereo unspecified)	6.1%
COc1cccc(C(=O)Nc2cccc(OCC(=O)O)c2)c1	-1.1%
O=C(CSc1nnnn1-c1ccccc1)Nc1ncc(Cc2cc(Cl)ccc2Cl)s1	-6.3%
Cc1cc(C)c(S(=O)(=O)N(CC(=O)O)C2CCCCC2)c(C)c1	-11.9%
Cc1ccc(-c2nnc(N3CCCCC3)c3ccccc23)cc1S(=O)(=O)N(C)C	-16.0%
CN(C)c1ccc(/C=N/N=C2/NC(=O)/C(=C/c3ccc([N+](=O)[O-])cc3)S2)cc1	-0.3%
O=C(NCc1ccco1)C1c2ccccc2Oc2ccccc21	-1.4%&-1.2%
CCC(=O)N(Cc1cc(=O)[nH]c2ccccc12)C1CCCCC1	-1.2%
COc1ccc2[nH]cc(C(=O)CN3CCN(C(=O)c4ccco4)CC3)c2c1	1.3%
O=[N+]([O-])c1ccc2nc(-c3ccccc3)n(OCc3ccc(Cl)cc3)c2c1	0.3%

Structural class, the entries above with a nitro group on carbon.
SMILES	mouse EphA4 binding
O=C(/C=C/c1ccccc1)N1CCN(c2ccc([N+](=O)[O-])c(N3CCOCC3)c2)CC1	-2.7%
CN(C)c1ccc(/C=N/N=C2/NC(=O)/C(=C/c3ccc([N+](=O)[O-])cc3)S2)cc1	-0.3%
O=[N+]([O-])c1ccc2nc(-c3ccccc3)n(OCc3ccc(Cl)cc3)c2c1	0.3%

Following part:
SMILES	mouse EphA4 binding
COc1ccc(/C=N/Nc2nccnc2Cl)cc1	-5.6%
O=C(Nc1cccc(Cl)c1)c1ccc(NCCCN2CCOCC2)c([N+](=O)[O-])c1	-6.1%
CNC(=O)c1csc(-c2ccccc2)n1	-6.1%
Cc1cccc(NC(=O)C2CC(=O)N(c3ccc(Br)cc3)C2)n1 (stereo unspecified)	-10.7%
CCC(Sc1nc(=O)cc(N)n1-c1ccccc1)C(=O)Nc1cc(C)on1 (stereo unspecified)	-6.7%
Cc1cnn(-c2ccc3nnc(-c4ccc(Cl)cc4)n3n2)c1	-7.2%
CCn1c(COc2ccccc2C)nnc1SCC(=O)CC(=O)Nc1ccccc1	-13.0%
Nc1nncn1C(=O)CCCOc1ccccc1	-6.8%
O=C(CN1CCOc2ccccc21)NCc1ccco1	2.5%
Cn1c(NC(=O)c2ccc(Cl)cc2)nc2ccccc21	-20.0%
C=C(C)C1Cc2c(C)nn(-c3ccccn3)c2C1 (stereo unspecified)	2.6%
CC(=O)C1=C(C)NC(SCC(=O)c2ccc(F)cc2)=C(C#N)C1c1ccco1 (stereo unspecified)	-17.3%
CCOc1ccc2nc(SC3CC(=O)N(c4ccccc4)C3=O)sc2c1 (stereo unspecified)	-6.9%
CCOc1ccc(NC(=O)N2CC=C(n3c(=O)[nH]c4ccccc43)CC2)cc1	1.0%
COc1cc2cc(CN(C(=O)Nc3ccccc3)C3CCCC3)c(=O)[nH]c2cc1OC	1.5%

By substructure: the entries above with two or more sulfur atoms.
SMILES	mouse EphA4 binding
CCCCC(CC)CNC(=O)CN(C)S(=O)(=O)c1cccc2nsnc12 (stereo unspecified)	2.2%
O=C(CSc1nnc(-c2csc3c2CCCC3)o1)Nc1ccccc1	-4.3%
Cc1ccc(S(=O)(=O)Nc2ccc(-c3nc4cc(NS(=O)(=O)c5ccc(C)cc5)ccc4o3)cc2)cc1	-1.4%
CCN(CC)S(=O)(=O)c1cccc(-c2nnc(SCC(=O)NC3CCCCCC3)n2N)c1	-19.3%
O=C(CCCSc1nc2sc3c(c2c(=O)[nH]1)CCC3)NCCCO	4.5%
CCOc1ccc(-n2c(=S)sc3c(=O)[nH]c(SCC(=O)NC(C)CC)nc32)cc1 (stereo unspecified)	-3.6%
O=C(CSc1nnnn1-c1ccccc1)Nc1ncc(Cc2cc(Cl)ccc2Cl)s1	-6.3%
CCOc1ccc2nc(SC3CC(=O)N(c4ccccc4)C3=O)sc2c1 (stereo unspecified)	-6.9%

Four entries from above, reformatted:
Cn1c(NC(=O)c2ccc(Cl)cc2)nc2ccccc21
  mouse EphA4 binding = -20.0%
C=C(C)C1Cc2c(C)nn(-c3ccccn3)c2C1 (stereo unspecified)
  mouse EphA4 binding = 2.6%
CC(=O)C1=C(C)NC(SCC(=O)c2ccc(F)cc2)=C(C#N)C1c1ccco1 (stereo unspecified)
  mouse EphA4 binding = -17.3%
CCOc1ccc2nc(SC3CC(=O)N(c4ccccc4)C3=O)sc2c1 (stereo unspecified)
  mouse EphA4 binding = -6.9%

Additional structures
SMILES	mouse EphA4 binding
O=C(NCc1ccccc1Cl)C1CCCN(S(=O)(=O)c2cnc[nH]2)C1 (stereo unspecified)	-2.9%
CCOC(=O)COc1cc(OCC(=O)OCC)c2c(=O)cc(-c3ccccc3)oc2c1	-11.6%
CCOC(=O)CSc1n[nH]c(-c2ccco2)n1	-2.7%
CCCCOc1ccc(CN2CCC(O)CC2)cc1	8.7%
COc1ccc(CC(c2nc3ccccc3[nH]2)C(C)c2nc3ccccc3[nH]2)cc1 (stereo unspecified)	-0.3%
COc1ccc(CNC(=O)c2csc(Cc3ccc(OC)cc3)n2)cc1	-4.2%
C=CCOC(=O)C1=C(C)Nc2ncnn2C1c1cccs1 (stereo unspecified)	-5.4%
Cc1ccccc1NC(=O)C(=O)NCc1ccncc1	-7.5%
Cc1sc(NC(=O)c2ccco2)c(C(c2ccncc2)N2CCOCC2)c1C (stereo unspecified)	-5.9%
CCCC(=O)n1nc(-c2ccco2)nc1N	-7.5%
COc1ccc(-n2c(Cc3cc(=O)[nH]c(=O)[nH]3)nnc2SCc2ccccc2)cc1	-3.2%
CC(C)(C)C(=O)O/N=C1/C(=O)N(c2ccccc2)c2ccccc21	-11.8%
O=C1/C(=C/c2ccc([N+](=O)[O-])cc2)C=C(c2ccccc2)N1c1ccccc1	-9.6%
O=C(NC1CCCCC1)NC1CC2CCCC(C1)N2C1CCCC1 (stereo unspecified)	-2.7%
COC(=O)c1cn(C(=O)OC)c2ccccc12	-0.4%
Cc1nn(C(=O)c2cccnc2)c(C)c1C	-5.2%
O=C(CN1C(=O)c2cccc3cccc1c23)NCC1CCCO1 (stereo unspecified)	-8.4%
C=CCSc1nc(Cc2ccc(Cl)cc2)nc2ccccc12	6.4%
Cc1ccc(NC(=O)c2sc3nc4c(c(-c5ccco5)c3c2N)CCC4)cc1	9.7%
O=C1c2ccccc2C(=O)N1CCSc1nncs1	-18.1%
COc1ccc(CCNC(=O)C(=O)Nc2ccccc2C)cc1	-4.6%
O=C(CSc1nnc(C2CC2)n1-c1ccccc1)NCCc1ccccc1	-3.7%
Cc1c(Br)c([N+](=O)[O-])nn1CC(=O)NCc1ccccn1	-9.5%
Cc1ccc(C(=O)N/C(=C/c2ccc(-c3ccc(Cl)cc3Cl)o2)C(=O)NCCCO)cc1	-8.8%
Cc1cc(CC(C)C)n(-c2nc3ccccc3c(=O)n2OCC(N)=O)n1	1.2%
Cc1ccc(SCCNC(=O)/C=C/c2ccccc2Cl)cc1	4.7%
O=C(Nc1ccccc1)Nc1nnc(-c2ccccc2I)s1	5.8%
CC(=O)N(CCP(=O)(c1ccccc1)c1ccccc1)Cc1ccco1	0.5%
O=C(NCc1ccco1)c1cc(C(=O)C2CC2)c[nH]1	-0.3%
O=C(CSCCO)Nc1cccc2ccccc12	-8.6%
CCc1nc(NCC2CCCN2CC)c2nnn(Cc3ccccc3F)c2n1 (stereo unspecified)	-2.2%
CCOC(=O)c1ccc(NC(=O)Nc2ccc3c4c(cccc24)C(=O)N3CC)cc1	-7.0%
Cc1ccnc2ccc(-c3nc4ccccc4o3)cc12	0.4%
O=C(CCSCCc1ccccn1)Nc1ccccn1	0.8%
CCOC(=O)N1CCC(NC(=O)c2csc3c2CCCC3)CC1	-0.2%
Cn1nnnc1SCC(=O)NC(=O)NCc1ccccc1	-5.9%
CCC12c3ccccc3C(c3ccccc31)C1C(=O)N(c3cc(Cl)ccc3C)C(=O)C12 (stereo unspecified)	0.4%
Cc1cc(C)cc(Nc2cc(=O)n(C3CCCCC3)c(=O)[nH]2)c1	-8.7%
